Jurkat NFkB inh: lowers PMA/ionomycin-induced NF-kB signal in Jurkat cells; actives 0.53% (n = 330,000); AID 435003; PMA/ionomycin-induced NF-kB luciferase reporter, luminescence; inhibition, % at 4 µM
UBC13 inh: blocks human UBC13 polyubiquitin chain formation. inhibition, % at 20 µM. TR-FRET. actives 0.47% (n = 330,000). P61088; in the data active means inhibition above about 45%, passing the limit was not always enough; inconclusive means no clear call, values can overlap the other calls
Target sequence (P61088 whole entry, looked up): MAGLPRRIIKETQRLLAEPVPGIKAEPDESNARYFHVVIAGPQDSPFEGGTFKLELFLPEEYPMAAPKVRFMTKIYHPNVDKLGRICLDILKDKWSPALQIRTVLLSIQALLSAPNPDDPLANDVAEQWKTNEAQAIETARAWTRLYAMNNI
Gli-Sufu block: blocks Gli-Sufu signaling in a luciferase reporter | actives 0.74% (n = 340,000) | AID 588413 | Sufu-KO-LIGHT fibroblasts, Gli luciferase reporter luminescence | inhibition, % at 5 µM;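 active means inhibition above about 55%, limit read from the data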;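 further: 0% = DMSO-treated cells and 100% = wells with medium but no cells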
CCR6 antagonist: antagonists of human CCR6 receptor | CHO-K1 CCR6 PathHunter beta-arrestin, luminescence, CCL20-stimulated | actives 0.49% (n = 340,000) | inhibition, % at 20 µM | P51684;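 active means compounds whose inhibition of the agonist-driven luminescence signal at 20 µM reaches about 50%, limit read from the data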;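 further: cells stimulated with CCL20 at 14 nM final; plate controls were DMSO with CCL20 for no effect and DMSO without agonist for full effect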
Target sequence (P51684 whole entry, looked up): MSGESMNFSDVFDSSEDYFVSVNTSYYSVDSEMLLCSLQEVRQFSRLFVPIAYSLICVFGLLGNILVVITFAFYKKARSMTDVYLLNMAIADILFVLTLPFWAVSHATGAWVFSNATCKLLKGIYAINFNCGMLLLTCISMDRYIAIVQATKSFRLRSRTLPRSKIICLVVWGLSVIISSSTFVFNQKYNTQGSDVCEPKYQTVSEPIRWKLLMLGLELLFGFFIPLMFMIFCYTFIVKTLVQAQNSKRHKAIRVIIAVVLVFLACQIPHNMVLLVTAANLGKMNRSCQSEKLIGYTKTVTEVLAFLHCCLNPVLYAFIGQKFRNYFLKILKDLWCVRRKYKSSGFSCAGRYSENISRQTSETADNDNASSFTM
Apaf1 inhib: human Apaf-1 inhibition; reconstituted apoptosome caspase-3 activity, DEVD-Rh110 fluorescence; inhibition, % at 20 µM; O14727; actives 0.71% (n = 330,000); active means inhibition of at least 40% at 20 µM;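 further: plate controls were DMSO wells for no effect and DEVD-CHO caspase inhibitor wells for full effect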
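Assay system: Apoptosome proteins | Medium: pH 7.5 Hepes buffer with CHAPS, BSA, DTT | Also added: Cytochrome c and DEVD-Rh110 substrate | Times: 30 min plus 50 min, RT | Detection: Rhodamine 110 fluorescence at Ex 480/Em 540 nm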
697 NFkB inh: inhibitors of the PMA/ionomycin-induced NF-kB reporter in 697 B cells; 697 B-cell NF-kB luciferase reporter, 16 h; inhibition, % at 4 µM; actives 0.33% (n = 330,000); AID 435022; in the data active means inhibition above about 35%
EBI2 block: EBI2 (human) antagonism. P32249. inhibition, % at 5 µM. actives 0.81% (n = 360,000). EBI2 beta-arrestin recruitment, luminescence, 7a,25-OHC stimulated; in the data active means inhibition above about 38%;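 further: enzyme fragment complementation signal reports receptor beta-arrestin coupling in cells; 0% = agonist plus DMSO wells and 100% = wells without agonist; some results beyond the cut were filed as inactive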
SENP8 block: blocks the human protease SENP8; Q96LD8; purified SENP8, Z-RLRGG-aminoluciferin cleavage, luminescence; inhibition, % at 10 µM; actives 1.2% (n = 330,000); AID 2540
Target sequence (Q96LD8 whole entry, looked up): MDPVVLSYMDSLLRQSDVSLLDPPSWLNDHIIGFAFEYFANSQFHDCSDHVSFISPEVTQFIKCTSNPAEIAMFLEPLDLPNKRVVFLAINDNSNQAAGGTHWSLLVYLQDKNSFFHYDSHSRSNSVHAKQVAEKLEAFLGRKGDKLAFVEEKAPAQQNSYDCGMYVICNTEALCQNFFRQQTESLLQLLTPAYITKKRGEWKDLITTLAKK
* hit, by the source's call; i = inactive; ? = inconclusive; nt = not tested or not shown. Unless noted, no stated cut-off is given here; in the data, active means inhibition above about 50%; inactive means the rest.

SMILES	Jurkat NFkB inh	UBC13 inh	Gli-Sufu block	CCR6 antagonist	Apaf1 inhib	697 NFkB inh	EBI2 block	SENP8 block
O=C(COC(=O)c1cccc(S(=O)(=O)N2CCc3ccccc32)c1)Nc1ncc(Cl)cc1Cl	-2	-10	-4	-8	13	7	11	-16
CSc1nc(C)cc(Oc2ccccc2)n1	5	6	-5	23	3	14	-2	2
CCn1c(SCC(=O)N2CCN(c3ccc(F)cc3)CC2)nc2ccccc2c1=O	4	2	7	-13	23	14	12	3
Cc1nc(CN(C)C(=O)CC2C(=O)NCCN2Cc2ccc(F)cc2)cs1 (stereo not given)	-11	-9	-1	-6	-5	8	3	0
Cc1nnc(C)n1/N=C/c1cccnc1	5	-1	-6	6	-5	13	-6	4
CC1CCCN(S(=O)(=O)c2cc3c4c(c2)CCN4C(=O)CC3)C1 (stereo not given)	-4	-5	10	-8	-17	7	5	-6
CCN(Cc1ccc(OC)c(F)c1)C(C)C(=O)Nc1ccc(S(=O)(=O)N2CCCC2)cc1 (stereo not given)	0	-5	12	22	16	-2	2	0
CCOC(=O)N1CCN(C(=O)c2ccc(N(C)S(C)(=O)=O)cc2)CC1	-4	-4	0	-6	-1	12	1	-6
COc1cc(Cl)c(S(=O)(=O)NCc2cccnc2)cc1Cl	2	1	1	-14	-25	10	0	9
CCOc1cc(/C=C2/N=C(c3ccc(C(C)(C)C)cc3)OC2=O)cc(Cl)c1OS(C)(=O)=O	-7	-23	-3	14	30	5	-36	3
COc1ccc(NC(=O)COc2ccccc2Cc2ccccc2)cn1	-12	-2	0	17	18	-8	10	-23
Cc1cccc2cc(CN(CCN3CCOCC3)C(=O)Nc3ccccc3F)c(=O)[nH]c12	-3	3	7	6	5	-8	-1	-3
CC/C(=N\NC(=O)c1nnn(-c2nonc2N)c1CN(C)c1ccccc1)c1ccccc1	-9	-6	1	1	3	-27	-6	2
Cc1ccccc1N1CC(C(=O)Nc2ccncc2)CC1=O (stereo not given)	7	-4	-28	0	3	-18	7	-5
CCCn1ncc(OC)c(Cl)c1=O	-2	16	0	-11	-19	19	-1	-7
COc1ccccc1OCCn1c(C)c(C=O)c2ccccc21	7	21	10	20	1	-7	-8	16
COc1cccc(CC2(CO)CCCN(C/C=C/c3ccccc3OC)C2)c1 (stereo not given)	12	13	29	16	2	8	5	8
COc1ccc(C(=O)Nc2nc3c(s2)CCCC3)cc1S(=O)(=O)N1CCCc2ccccc21	-48	11	16	17	-1	i	17	1
COc1ccc(NC(=S)N(Cc2cccnc2)Cc2ccco2)cc1	8	-8	6	-8	4	1	17	-7
CC(=O)c1ccc(NC(=O)N[C@@H](CC(C)C)C(=O)O)cc1	-12	-5	-2	8	1	-20	-8	-7
CCOC(=O)[C@H]1[C@H]2COc3ccc(Br)cc3[C@@H]2N2C(=O)c3ccc(Cl)cc3NC(=O)[C@@]12C	3	-7	21	9	7	30	4	2
CCCCc1nnc(SC(C)C(=O)Nc2nccs2)n1C (stereo not given)	-2	-2	-4	1	2	-1	-1	-10
CC(C)NC(=O)NC(=O)COC(=O)c1ccccc1Oc1ccccc1	0	-6	-3	13	17	8	-4	4
CCC(=O)Nc1ccc(NC(=O)c2cccc3c(Br)cccc23)cc1	-16	-14	10	10	-10	-35	4	-4
CCCCN1C(=O)C(=O)N(CC(=O)c2cc(C)n(-c3cc(C)on3)c2C)C1=O	7	4	4	2	-1	18	5	-6

An excerpt from above in order of their number in Jurkat NFkB inh, descending:
molecule	Jurkat NFkB inh
COc1cccc(CC2(CO)CCCN(C/C=C/c3ccccc3OC)C2)c1 (stereo not given)	12
Cc1ccccc1N1CC(C(=O)Nc2ccncc2)CC1=O (stereo not given)	7
CCCn1ncc(OC)c(Cl)c1=O	-2
Cc1nc(CN(C)C(=O)CC2C(=O)NCCN2Cc2ccc(F)cc2)cs1 (stereo not given)	-11

Going on with the list:
SMILES	Jurkat NFkB inh	UBC13 inh	Gli-Sufu block	CCR6 antagonist	Apaf1 inhib	697 NFkB inh	EBI2 block	SENP8 block
O=Cc1ccc2noc(-c3ccc(Cl)cc3)c2c1	-10	-8	-77	5	-5	-130	-15	3
CC(C)NC(=O)NC(=O)COC(=O)c1ccc(S(=O)(=O)NCc2ccco2)cc1	1	-7	-5	1	2	13	0	-3
Cc1oc2c(c1C(=O)NCc1ccccc1)CCCC2	0	6	4	15	-8	15	5	3
Cc1cccc(OCCCC(=O)Nc2nc3ccccc3[nH]2)c1	-2	-2	-10	7	1	-13	-10	-2
Cc1cccnc1NC(=O)c1ccc(C(=O)c2ccccc2)cc1	2	3	-21	3	3	6	1	-1
CCCCOn1c(C)c(C(C)=O)c2c3no[n+]([O-])c3ccc21	-4	5	5	22	5	-3	14	-2
Cc1cccc(N/C(N)=N/c2nc3c(c(=O)[nH]2)CCCC3)c1	5	-10	9	13	8	-5	3	3
Cc1cccnc1NC(=O)c1ccccc1-c1ccccc1C(=O)Nc1ncccc1C	1	-11	7	-2	2	-14	1	-8
CCOCCOC(=O)Cn1cnc2scc(-c3ccc(C)cc3)c2c1=O	13	-2	2	2	-1	-3	-4	5
CCOc1ncccc1C(=O)NCc1ccc(C)cc1	4	-5	-2	11	11	-16	-5	1
O=C(CSc1ccc(Cl)cc1)N1CCN(c2ncc(C(F)(F)F)cc2Cl)CC1	1	4	-1	22	22	15	84*	5
NNC(=O)c1ccc(COc2cccc3ccccc23)o1	-5	-10	-2	-14	14	4	-3	-6
COc1cc(CC2COC(c3ccc(O)c(OC)c3)C2COC(C)=O)ccc1O (stereo not given)	1	4	-5	3	-24	16	6	5
Cc1ccc(/C=N/NC(=O)c2cc(-c3ccccc3)nc3ccccc23)o1	5	-7	-7	6	8	-5	-9	-4
CC(C)(C)C(=O)N1CCN(CCN2C(=O)c3cccc4cccc(c34)C2=O)CC1	-9	-4	20	13	2	-7	-4	-6
CCCCN1C(=O)C(NC(C)=O)c2cc(Br)ccc21 (stereo not given)	4	-4	3	10	15	31	10	-6
COc1ccc(NC(=O)CCn2c(=S)[nH]c3ccccc3c2=O)cc1OC	3	16	-5	3	-2	12	-17	5
CCc1ccc(NC(=O)CCNS(=O)(=O)c2cccc3nonc23)cc1	-11	-21	-2	-21	2	19	4	-8
CCc1nnc(NC(=O)c2nc(S(=O)(=O)Cc3ccc(C)cc3)ncc2Cl)s1	9	25	31	-16	-2	-25	26	-15
C/C(=N\OC(=O)Nc1ccccc1)c1ccc(C)cc1	-34	0	-45	10	-17	-40	9	70*
CSCCC(C(=O)Nc1ccc2c(c1)OCO2)N1C(=O)c2ccccc2C1=O (stereo not given)	-6	-5	5	-4	17	2	-9	-3
Cc1ccc(O)c(-c2cc(-c3cccc(F)c3)n[nH]2)c1	-22	?	25	-9	20	-46	36	5
O=C1c2ccccc2NC(c2ccccc2Br)N1CCCN1CCOCC1 (stereo not given)	-11	11	8	-3	-3	5	-9	-8
O=C(Cc1ccc(Cl)cc1)NCC(=O)N1CCCCC1	1	4	25	2	-20	2	-5	1
O=C(Cc1c(F)cccc1Cl)NCCCn1ccnc1	-12	2	0	-6	-19	17	-12	12

Next section
SMILES	Jurkat NFkB inh	UBC13 inh	Gli-Sufu block	CCR6 antagonist	Apaf1 inhib	697 NFkB inh	EBI2 block	SENP8 block
COc1ccc(S(=O)(=O)N2CCN(Cc3cc(=O)n4ccccc4n3)CC2)cc1	11	-1	6	2	4	7	1	2
CCOC(=O)Cc1csc(NC(=O)COc2ccccc2)n1	-5	-2	-17	11	1	30	-4	2
COc1ccc(-c2cn3c(C)c(C(=O)N4CCc5ccccc5C4)sc3n2)cc1	4	13	-6	-2	13	10	7	8
O=C1c2ccccc2S(=O)(=O)N1CCOc1ccccc1	-5	2	-18	7	6	-13	-17	-6
CC(=O)N(c1ccc2oc(=O)sc2c1)S(=O)(=O)c1ccc(C(=O)O)cc1	1	7	-3	6	2	15	-1	6
Cc1ccc2nc(-c3cccc(NC(=O)c4ccc5c(c4)OCCO5)c3)oc2c1	-15	-5	-27	-18	8	-13	-5	-12
CCN(CC)c1nc(C(N)=O)cc(-c2ccccc2)n1	-3	7	-1	23	20	-38	-16	7
COc1cc(OC)cc(-c2nnc(Nc3nc4c(F)cccc4s3)o2)c1	6	-13	0	18	10	39*	7	-2
FC(F)(F)c1cc(-c2cccs2)nc2nc(N3CCOCC3)sc12	5	7	-4	-13	17	0	2	-14
COc1ccc(NC(=O)CNC(=O)c2cccs2)cc1Cl	10	12	-5	8	-8	9	9	-3
COc1ccc(-c2ccc3oc(-c4ccsc4)c(-c4ccc(Br)nc4)c3c2)cc1	13	-12	nt	nt	6	-82	nt	5
Cc1c(Cl)c([N+](=O)[O-])nn1CCCC(=O)NC(C)c1ccccc1 (stereo not given)	11	9	24	22	-3	0	1	-3
Cc1cc(-c2nc3cccnc3s2)ccc1NS(=O)(=O)c1ccc2c(c1)OCCO2	-18	-4	-8	-7	17	-38	-15	-6
Oc1cccc(-c2nc3ccccc3s2)c1	-148	9	6	8	17	-259	11	92*
CC(C)[C@H](NC(=O)c1ccccc1F)C(=O)NCCc1ccccc1	-14	-6	13	7	7	-7	-3	-1
Clc1ccc2[nH]c3c(NCCN4CCOCC4)ncnc3c2c1	-12	18	15	12	-1	-12	2	2
CN(C)c1ccc(C(=O)/C=C/c2ccco2)cc1	-4	-12	-96	13	9	-77	2	1
Cc1nn(-c2ccccc2)c2sc(C(=O)O)cc12	3	5	0	-17	8	-6	-23	3
Cc1ccc(S(=O)(=O)C(C#N)c2nc3ccccc3nc2N2CCN(C)CC2)cc1 (stereo not given)	2	4	4	-10	1	14	-2	-4
CC1CC(C)CN(C(=O)CSc2nnc3ccccn23)C1 (stereo not given)	-2	0	-4	6	-11	2	-8	-1
CCOC(=O)Cn1cnc2c(cnn2-c2ccccc2)c1=O	-3	2	-2	4	2	-15	-13	-13
Cc1onc(-c2c(F)cccc2Cl)c1C(=O)N1CCN(c2ncc(Br)cn2)CC1	17	0	5	3	8	-13	5	2
CCOC(=O)c1nnn(CC(=O)N2N=C(c3ccc(Cl)cc3)CC2c2ccc(OC)cc2)c1C(=O)OCC (stereo not given)	1	4	-5	0	15	-3	22	1
Cc1ccc2cc(C=O)c(N3CCOCC3)nc2c1C	3	0	-4	-11	-9	-13	3	1
NC(=O)COc1ccc(C(=O)NCC2(N3CCOCC3)CCCCC2)cc1	5	-3	6	-4	-7	7	-4	4

Other structures
SMILES	Jurkat NFkB inh	UBC13 inh	Gli-Sufu block	CCR6 antagonist	Apaf1 inhib	697 NFkB inh	EBI2 block	SENP8 block
Cc1cccc(Cn2cnc3c(sc4nc(C)cc(C)c43)c2=O)c1	-2	9	6	20	24	14	8	-3
CC(NS(=O)(=O)c1ccc([N+](=O)[O-])cc1)C(=O)NN (stereo not given)	5	-8	-1	-5	-2	16	-1	-12
Cc1cc(C)c(NC(=S)NCC2CCN(C(C)c3ccccc3)C2)c(C)c1 (stereo not given)	1	-12	3	17	-1	-18	-5	-5
Cc1ccc2nc(SCc3ccc([N+](=O)[O-])cc3)[nH]c2c1	1	-5	-6	15	2	10	22	4
CCN1CCN(C(=O)c2cc3nc(-c4ccccc4)cc(C(F)(F)F)n3n2)CC1	6	6	46	-5	-9	10	-5	5
O=[N+]([O-])c1ccc(Cc2nnc(-c3ccc(F)cc3)o2)cc1	-62	-3	-35	0	4	-30	-7	3
CCN(CC)C(=O)c1cc2c(=O)c3cc(Cl)ccc3oc2nc1C	-2	-4	-5	0	-5	11	17	-6
O=C(Oc1ccc(/C=N/O)cc1)c1ccccc1	-2	1	-4	8	-4	3	-3	45

Pulled one by one from the entries so far:
SMILES	Jurkat NFkB inh	UBC13 inh	Gli-Sufu block	CCR6 antagonist	Apaf1 inhib	697 NFkB inh	EBI2 block	SENP8 block
CCN(CC)C(=O)c1cc2c(=O)c3cc(Cl)ccc3oc2nc1C	-2	-4	-5	0	-5	11	17	-6
CCN(CC)c1nc(C(N)=O)cc(-c2ccccc2)n1	-3	7	-1	23	20	-38	-16	7
CCN1CCN(C(=O)c2cc3nc(-c4ccccc4)cc(C(F)(F)F)n3n2)CC1	6	6	46	-5	-9	10	-5	5
CN(C)c1ccc(C(=O)/C=C/c2ccco2)cc1	-4	-12	-96	13	9	-77	2	1

Some of the compounds tested, so the mix of outcomes need not match the whole.
